MEKK3 PB1 HTS: modulators of MEKK3-MEK5 PB1 binding, primary screen, biochemical, wildtype MEKK3, multiplex bead flow cytometry, Alexa488-MEK5. Mitogen-activated protein kinase kinase kinase 3 (Homo sapiens), Q99759. bead-based flow cytometry, Alexa488-MEK5 binding to MEKK3; actives lie on both sides; 0 = blocked by unlabeled MEK5, 100 = vehicle. binding response (% of control), % at 10 µM. actives 1.4% (n = 290,000). AID 1529, 2009;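 active means binding response more than 3 SD above or below the average of its plate-row segment, actives on both sides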;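 further: Alexa488 bead fluorescence after subtracting the streptavidin-only scavenger bead signal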
MEKK2 mut-MEK5: MEK5 binding signal on mutant MEKK2 PB1, primary screen, biochemical, multiplex bead flow cytometry, Alexa488-MEK5; percent response, % at 10 µM; actives 0.35% (n = 290,000); AID 1530, 2009; Alexa488-MEK5 binding to MEKK2 mutant; in the data active means percent response above about 24%, passing the limit was not always enough; further: inactives centre near 1; some results filed as inactive read as strong as hits; reference of the scale not given here
IDE act: human IDE activators in live cells, primary screen, fluorescence polarization, HEK cells, FAbeta-B substrate. FAbeta-B cleavage; 0% vehicle, 100% cell-free pure enzyme wells. activation, % at 5.96 µM. actives 0.073% (n = 340,000). AID 493087, 2011;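 active means activation above the mean of all tested compounds plus 3 SD, set per screening campaign, cut at about 17% in these data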
NALP1 inh: NALP1 inflammasome inhibitors in reconstituted yeast, colorimetric, S. cerevisiae, triplicate retest; S. cerevisiae NALP1/ASC/caspase-1 growth, X-gal OD620, 72 h; inhibition, % at 10 µM; actives 0.61% (n = 280,000); AID 2071, 2009; in the data active means inhibition mostly above about 24%, no sharp cut-off; inactive means mostly below about 32%; further: some compounds called inactive have numbers as strong as hits
p-CIP stab down: p/CIP-EGFP fusion destabilizers, primary screen, fluorescence, F442A cells; Q05BA5; 16 h; decrease of EGFP signal, % at 10 µM; actives 0.01% (n = 290,000);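 active means EGFP signal decrease of at least 30% at 10 µM or well 3 SD below plate mean, unless failing retest; inactive means the rest, including hits failing retest or dose response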; further: some compounds called inactive have numbers as strong as hits; many of its hits are not listed in these tables
Target sequence (Q05BA5 1-1403): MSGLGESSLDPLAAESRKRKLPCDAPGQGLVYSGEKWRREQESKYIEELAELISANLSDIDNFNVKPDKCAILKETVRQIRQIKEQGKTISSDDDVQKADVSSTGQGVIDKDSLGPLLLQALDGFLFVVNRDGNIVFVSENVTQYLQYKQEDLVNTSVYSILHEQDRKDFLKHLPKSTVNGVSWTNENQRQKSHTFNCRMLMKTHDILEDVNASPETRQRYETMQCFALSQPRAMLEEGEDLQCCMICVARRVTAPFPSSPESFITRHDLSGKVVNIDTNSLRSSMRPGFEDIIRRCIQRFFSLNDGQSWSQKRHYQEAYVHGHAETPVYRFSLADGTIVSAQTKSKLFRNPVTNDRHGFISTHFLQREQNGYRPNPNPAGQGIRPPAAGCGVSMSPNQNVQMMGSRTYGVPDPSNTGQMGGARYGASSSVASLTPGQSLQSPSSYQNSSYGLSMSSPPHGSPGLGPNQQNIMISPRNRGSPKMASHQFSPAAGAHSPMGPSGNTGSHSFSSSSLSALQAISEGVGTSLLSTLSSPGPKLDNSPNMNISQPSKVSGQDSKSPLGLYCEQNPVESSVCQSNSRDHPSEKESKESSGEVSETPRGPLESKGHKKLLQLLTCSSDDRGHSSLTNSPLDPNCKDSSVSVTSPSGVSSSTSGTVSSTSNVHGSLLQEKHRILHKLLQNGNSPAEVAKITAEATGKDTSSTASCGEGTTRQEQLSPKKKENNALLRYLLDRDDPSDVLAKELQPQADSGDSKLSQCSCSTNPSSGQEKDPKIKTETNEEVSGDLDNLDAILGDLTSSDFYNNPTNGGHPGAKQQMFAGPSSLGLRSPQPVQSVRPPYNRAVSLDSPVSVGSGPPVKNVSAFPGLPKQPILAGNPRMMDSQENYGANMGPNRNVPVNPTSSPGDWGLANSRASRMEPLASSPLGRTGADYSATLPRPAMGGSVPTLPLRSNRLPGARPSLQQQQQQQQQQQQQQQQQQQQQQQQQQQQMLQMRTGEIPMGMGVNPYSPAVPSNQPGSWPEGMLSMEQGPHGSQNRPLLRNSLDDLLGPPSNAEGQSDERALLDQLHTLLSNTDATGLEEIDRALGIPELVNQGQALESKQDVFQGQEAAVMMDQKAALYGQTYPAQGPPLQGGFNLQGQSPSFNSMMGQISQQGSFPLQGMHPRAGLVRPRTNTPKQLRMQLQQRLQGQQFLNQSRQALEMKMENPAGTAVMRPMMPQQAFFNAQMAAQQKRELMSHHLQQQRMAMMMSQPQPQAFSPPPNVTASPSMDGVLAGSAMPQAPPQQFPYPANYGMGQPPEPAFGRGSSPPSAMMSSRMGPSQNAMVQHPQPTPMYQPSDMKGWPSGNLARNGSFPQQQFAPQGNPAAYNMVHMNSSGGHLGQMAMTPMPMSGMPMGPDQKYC
MEKK2wt PB1 HTS: modulators of MEK5 binding to wildtype MEKK2, primary screen, biochemical, multiplex bead flow cytometry, Alexa488-MEK5 | Mitogen-activated protein kinase kinase kinase 2 (Homo sapiens), Q9Y2U5 | Alexa488-MEK5 binding to MEKK2 WT; actives lie on both sides | binding response (% of control), % at 10 µM | actives 1.1% (n = 290,000) | AID 1531, 2009; in the data active means binding response below about 67% or above about 130%
SUMO HTRF inh: inhibitors of in vitro SUMOylation cascade, primary screen, biochemical, HTRF, uHTS | SUMO-conjugating enzyme UBC9 (Homo sapiens), P63279 | HTRF SUMOylation assay, SAE1/SAE2 + UBC9 | inhibition, % at 35 µM | actives 0.36% (n = 290,000); in the data active means inhibition above about 50%, passing the limit was not always enough; further: strong numbers were not always called active
IDE inh: human IDE inhibitors in live cells, primary screen, fluorescence polarization, HEK cells, FAbetaB substrate | Insulin-degrading enzyme (Homo sapiens), P14735 | FAbetaB cleavage | inhibition, % at 5.59 µM | actives 0.41% (n = 320,000);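 active means percent inhibition above the average of all tested compounds plus 3 SD, set per screening campaign, cut at about 16% in these data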;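 further: IDE supplied by intact live HEK cells; FP after avidin binding of uncleaved biotin substrate so inhibition keeps polarization high; 0% = DMSO wells and 100% = 60 µM reference IDE inhibitor Ii1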
PfM18AAP inh: PfM18AAP inhibitors, malaria aminopeptidase, primary screen, biochemical, QFRET, recombinant enzyme | M18 aspartyl aminopeptidase (Plasmodium falciparum 3D7) | H-Glu-NHMec fluorogenic cleavage | inhibition, % at 7.35 µM | actives 1.2% (n = 290,000) | AID 1822, 2009;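 active means inhibition above the campaign mean inhibition over all tested compounds plus 3 SD, cut at about 28% in these data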;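 further: 0% = plate median of test compound wells and 100% = 2 mM ZnCl2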
Starred values were filed as active, the others as inactive; nt = not tested or not shown; [ ] = dose if it differs, or a comment. These rows are one share of the data. The share of hits here may be higher or lower than overall.

SMILES	MEKK3 PB1 HTS	MEKK2 mut-MEK5	IDE act	NALP1 inh	p-CIP stab down	MEKK2wt PB1 HTS	SUMO HTRF inh	IDE inh	PfM18AAP inh
COc1ccccc1NC(=O)Cn1c([N+](=O)[O-])cnc1C	107	1	0	18	-6	105	12	-3	-6
Cc1ccc(C(=O)NNC(=S)NC(=O)c2ccco2)cc1	101	-5	1	-9	2	96	-2	4	7
C=CCn1c(COc2ccccc2)nnc1SCC(=O)N/N=C/c1ccc(C)cc1	105	2	7	-3	-1	106	6	11	-1
C/C(=N\Nc1ccc([N+](=O)[O-])cc1)c1ccc(C#N)cc1	95	-8	-4	-4	-3	95	22	0	0
Cc1cccc(N2C(=N)SCC2=O)c1C	100	-1	4	4	-6	99	7	2	-17
CN1CCN(Cc2nc3c(c(=O)n(C)c(=O)n3C)n2CCCc2ccccc2)CC1	102	2	1	25	-10	103	13	1	-1
CCOc1ccc2cc(S(=O)(=O)N3CCN(C)CC3)ccc2c1	nt	nt	3	-5	0	nt	12	0	-2
Oc1ccc(-c2cn3c(n2)SCC3)cc1	101	7	5	2	1	101	-1	0	-2
COCCNC(=O)C1c2cc(OC)c(OC)cc2C(=O)N(C)C1c1cccnc1 (stereo not given)	105	2	1	14	-8	107	-8	-1	8
Oc1ccc(Cl)cc1Cc1cc(Cl)ccc1O	115	4	10	69	-15	102	-21	7	11
COc1cc(NC(=O)COc2ccccc2C)ccc1NC(=O)c1ccco1	104	9	2	8	2	112	17	4	6
CCn1cc([N+](=O)[O-])c(C(=O)N2CCOCC2)n1	102	5	0	11	1	104	4	-2	9
COc1ccc(C2C3=C(CCCC3=O)N(CC(=O)O)C3=C2C(=O)CCC3)cc1	103	5	-3	13	6	105	7	0	5
COc1ccc([C@H]2Oc3cc(O)cc(O)c3C(=O)C2[C@@H]2C(=O)c3c(O)cc(O)cc3O[C@@H]2c2ccc(OC)cc2)cc1 (stereo not given in full)	95	-7	nt	26	-6	87	-15	3	nt
COc1ccc(C(=O)NC2CCN(CC(=O)Nc3cccc(OC)c3)CC2)cc1	100	2	4	6	-18	103	8	0	6
CCOC(=O)N1CCN(S(=O)(=O)N2CCCC(C(=O)NCc3cccc(OC)c3)C2)CC1 (stereo not given)	103	3	3	21	3	100	4	5	1
O=C(NCC1CCCO1)C(c1cccs1)N(C(=O)Cn1nnc(-c2cccs2)n1)C1CCCC1 (stereo not given)	91	3	4	8	-1	100	-63	1	2
O=C(CCS(=O)(=O)c1ccc(Br)cc1)N1CCN(c2ccc(Cl)cc2)CC1	96	5	-8	-4	0	101	-28	5	3
N=C1/C(=C/c2coc3ccccc3c2=O)C(=O)N=C2SC(c3ccco3)=NN12	94	-3	nt	4	1	93	18	15	29*
COc1ccccc1OC(C)C(=O)Nc1ccccc1C(=O)NCc1cccnc1 (stereo not given)	102	-3	9	6	9	101	10	-1	-4
Cc1ccc(NC(=O)CCC(=O)NNC(=O)Cc2ccccc2)cc1C	101	5	3	-15	-3	102	-22	1	0
O=C(NCc1ccc(F)cc1)C1CC(=O)N(CCc2ccccc2)C1 (stereo not given)	2.0*[inhibitor]	-69	1	-7	3	3.0*[inhibitor]	-9	3	-13
CCc1ccc(S(=O)(=O)NC(=S)NC2CCCCC2)cc1	104	6	8	-9	7	101	-10	0	-10
CCC(CC)C(=O)Nc1ccccc1-n1cccc1	nt	nt	2	8	0	nt	-6	5	-9
O=C(CSc1nnc(C2CC2)n1CC1CCCO1)Nc1ccc(Cl)cc1 (stereo not given)	102	1	4	14	6	105	12	-1	3
CCC(=O)Nc1nc(C)nc(C)c1C(C)=O	101	2	4	2	-9	102	7	-3	2
COc1cccc(C(=O)NC(=S)N2c3ccccc3CC2C)c1OC (stereo not given)	101	1	-1	-6	1	95	1	4	0
O=C(Nc1cccnc1)c1ccc(NS(=O)(=O)c2cccc([N+](=O)[O-])c2)cc1	99	-10	9	8	-6	94	-6	-1	-2
C/C(=N\Nc1cccc2cccnc12)c1ccc[nH]1	103	-3	0	1	0	100	-24	5	23
O=[N+]([O-])c1cccc(CSc2ncnc3ccccc23)c1	101	-3	-7	18	4	103	16	-4	-9
Cc1nn(-c2ncc(C(F)(F)F)cc2Cl)c(=O)n1-c1ccccc1	102	7	5	5	0	109	13	-4	7
CC(NC(=O)CN1CCCC1)C12CC3CC(CC(C3)C1)C2 (stereo not given)	86	0	6	7	-2	92	10	-3	-7
CCOC(=O)c1c(C)c(C(=O)NCCc2ccccc2)c(C)n1C	107	-1	-5	5	-3	97	9	5	0
Cc1ccc(C(=O)Cc2nnc(C)s2)cc1	97	-1	-5	38	-4	94	5	3	2
S=C1NC[C@H](CC2CCCCC2)N1CC1CCCCC1	109	5	-3	0	-7	89	-2	-2	0
O=C1CCCCN1CCC(=O)N1CCCC(Nc2ccccc2)C1 (stereo not given)	101	12	10	-21	-10	106	18	4	13
O=C(COc1ccc(Br)cc1)N1CCN(S(=O)(=O)/C=C/c2ccccc2)CC1	107	15	5	30	4	114	-21	5	0
O=c1c2c(-c3ccc([N+](=O)[O-])cc3)csc2nc2n1CCCCC2	98	-17	4	8	-17	87	-1	-4	-11
COc1ccc(NS(=O)(=O)c2cc([N+](=O)[O-])ccc2N/N=C\c2c(C)[nH]c3ccccc23)cc1	94	5	5	0	-84	97	11	1	-7
c1ccc(COc2ccc(Oc3nc(N4CCCCC4)nc(N4CCOCC4)n3)nn2)cc1	105	5	-5	16	-9	105	10	1	5
O=C(c1ccc(O)cc1)c1ccc(O)cc1O	87	3	5	nt	1	97	29	1	2
CCOC(=O)c1cnc2ccc(C)cc2c1NCCN1CCOCC1	98	-1	-6	15	9	97	-5	2	-5
O=C(O)c1ccccc1-n1cnnn1	108	18	0	-12	-8	115	9	1	-3
O=C1N=C(N2CCCC2)S/C1=C\C=C\c1ccccc1	103	4	-6	14	-19	105	17	5	-15
CCc1ccc(CN2CCC(C(=O)Nc3cccc(-c4nnc(C)s4)c3)CC2)o1	98	4	5	15	0	105	3	1	-21
Cc1ccc(C)c(NC(=S)N(C)C)c1	96	-1	2	7	1	97	3	0	-3
O=C(CCCCCN1C(=O)c2ccccc2C1=O)NCc1ccco1	97	4	1	8	0	101	4	-1	4
Cn1c(=O)c(-c2cc(=O)[nH][nH]2)c(O)c2ccccc21	101	2	nt	-19	-13	102	17	-4	17
CCOC(=O)N1CCN(c2c(NCCN3CCN(Cc4ccccc4)CC3)c(=O)c2=O)CC1	108	13	5	1	-7	108	21	4	3
O=C(NCc1ccccc1)C1=C[C@H](c2ccc(C(F)(F)F)cc2)C[C@H](OCCCCO)O1	107	1	2	nt	nt	98	nt	4	nt
CCCCCn1c(N)c(C#N)c2nc3ccccc3nc21	102	1	-3	-10	-2	103	88*	0	0
NS(=O)(=O)c1ccc(CNC(=O)NC2(c3ccccc3)CC2)cc1	103	7	5	10	-11	106	4	-2	2
O=C(c1ccco1)N1CCCN(C(=O)c2ccco2)CC1	95	3	5	-5	-7	94	12	0	0
COc1ccc(N2CCN(CC(=O)Nc3cc(C)on3)CC2)cc1	98	0	5	24	6	98	17	1	8
O=C(CCC(=O)c1ccccc1)Nc1ccc(C(=O)O)cc1	107	12	3	-7	-8	109	6	nt	7
Cc1ccc(C(=O)COC(=O)C2CCC2)cc1	109	6	-3	23	-14	107	0	-1	-18
C=C1CCN([C@@H](Cc2ccccc2)C(=O)NCc2ccccc2)S(=O)(=O)c2ccccc21	106	4	5	nt	nt	103	nt	-5	nt
CC(C)(C)NC(=O)NC(=O)COC(=O)COc1ccc(Cl)cc1Cl	75*[inhibitor]	-3	0	13	6	93	-21	2	-4
CN(C)S(=O)(=O)c1cc(NC(=O)c2ccc(-n3ccnc3)c([N+](=O)[O-])c2)ccc1Cl	99	0	-1	15	-12	101	6	3	4
CN(C)c1ccc(C2=NOC(CN3C(=O)c4ccccc4S3(=O)=O)C2)cc1 (stereo not given)	114	6	0	4	1	107	22	3	3

3 entries drawn at random from the list so far:
SMILES	MEKK3 PB1 HTS	MEKK2 mut-MEK5	IDE act	NALP1 inh	p-CIP stab down	MEKK2wt PB1 HTS	SUMO HTRF inh	IDE inh	PfM18AAP inh
CN(C)c1ccc(C2=NOC(CN3C(=O)c4ccccc4S3(=O)=O)C2)cc1 (stereo not given)	114	6	0	4	1	107	22	3	3
CCOC(=O)N1CCN(c2c(NCCN3CCN(Cc4ccccc4)CC3)c(=O)c2=O)CC1	108	13	5	1	-7	108	21	4	3
Cn1c(=O)c(-c2cc(=O)[nH][nH]2)c(O)c2ccccc21	101	2	nt	-19	-13	102	17	-4	17

The list goes on:
SMILES	MEKK3 PB1 HTS	MEKK2 mut-MEK5	IDE act	NALP1 inh	p-CIP stab down	MEKK2wt PB1 HTS	SUMO HTRF inh	IDE inh	PfM18AAP inh
CCOC(=O)N1CCC(n2c(SCC(=O)NCc3ccco3)nc3ccsc3c2=O)CC1	96	1	1	21	-14	97	16	3	3
CCOc1ccc2nc(NCCCNS(=O)(=O)c3ccccc3)c(C#N)cc2c1	99	-3	-2	-5	-2	91	26	1	-3
Cc1cc([N+](=O)[O-])ccc1NC(=O)COc1nsnc1N1CCOCC1	101	3	0	7	-20	100	12	0	4
O=C(NNS(=O)(=O)c1ccc2ccccc2c1)c1cccs1	144*	0	-5	20	6	103	-6	7	8
C=CCNC(=O)c1c(Br)cnn1-c1ccc(C)cc1	85	-14	nt	8	-10	80	10	0	13
Cc1ccccc1NC(=S)Nc1ccccc1	107	9	4	-10	12	105	-2	2	5
O=C(NNC(=S)Nc1ccccc1)c1cccs1	92	-1	2	2	-6	100	5	-1	10
CCCCc1nc2cc(C(=O)N3CCCC(COC)C3)ccc2o1 (stereo not given)	99	-5	-6	-7	-8	95	-5	1	0
CC(C)(C)OC(=O)N1CC2Cc3[nH]c(=O)ccc3C(C2)C1 (stereo not given)	99	3	4	14	-11	100	-8	2	-6
C=C(C)CNC(=S)N/N=C/c1ccc([N+](=O)[O-])cc1	103	0	3	32*	6	97	-7	1	16
CCCCOc1ccc(N(CC(=O)NCC2CCCO2)C(=O)CCC(=O)Nc2nccs2)cc1 (stereo not given)	105	3	-2	2	-1	96	-7	0	-6
Cc1ccc(S(=O)CCNC(=O)Cc2ccccc2)cc1 (stereo not given)	105	2	-2	-8	-9	103	-3	2	-1
CSc1cccc(NC(=O)/C=C/c2cccc(Cl)c2)c1	101	0	-3	38	-3	110	6	5	2
CCCCS(=O)(=O)c1sc2nc(C)cc(C)c2c1N	109	7	-2	-19	-8	112	21	3	-3
CCc1nn(CC(=O)N2CCN(Cc3ccc4c(c3)OCO4)CC2)c(=O)c2cc3occc3n12	101	2	4	6	0	101	16	nt	-6
CC(NC(=O)C1(S(=O)(=O)c2ccc(Cl)cc2)CC1)c1ccccc1 (stereo not given)	109	3	3	18	-1	106	-3	5	-11
COC(=O)C1=CN(C)C=C(C(=O)OC)C1c1ccccc1Cl	103	-1	2	3	7	99	3	1	-7
COc1cc(/C=C2/C(=N)N3C=CSC3=NC2=O)ccc1OCCOc1ccc(NC(C)=O)cc1	103	3	4	-2	16	100	11	4	-6
Nc1ccccc1SCC(=O)Nc1ccc(N2CCOCC2)cc1	101	1	4	2	-8	102	13	0	-10

Screens (PubChem BioAssay)
